PAX8 inh HTS: inhibitors of PAX8-driven TPO luciferase reporter, primary screen, RMG-I cells, single concentration; SteadyGlo, 24 h; inhibition, % at 12.6 µM; 1.2% of 360,000 active; AID 652154, 2013;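 active means mean replicate inhibition at least 60% with every replicate also reaching 60%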;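 further: luciferase light reporting Pax8 driven TPO promoter activity; plate controls were median of neutral control wells for no effect and mitoxantrone controls for full effect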
Cneo AK release: Cryptococcus neoformans cell lysis inducers, primary screen, AK release luminescence, single concentration. C. neoformans lysis, adenylate kinase release luminescence, 4 h; normalised: neutral wells 0, clomiphene wells 100. lysis activity, % at 15 µM. 0.2% of 360,000 active;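 active means mean lysis activity across replicates of at least 80%, whatever share of replicates individually reach that level; inactive means mean lysis activity below 80%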
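Schedule: static 4 h at 37 °C with compound, 1 h detection; system: C. neoformans cells; benchmarks: Clomiphene as positive control; buffer or medium: fresh YPD medium; measure: luminescence rise reflecting yeast cell lysis; measured by: luminescent adenylate kinase detection reagent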
EWS-Fli block: EWS/Fli-driven NR0B1 reporter inhibitors, primary screen, A673 cells, NR0B1 luciferase, luminescence, MLPCN library | AID 651661, 2012 | viability-normalised | inhibition, % at 12.6 µM | 0.67% of 350,000 active;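 active means mean inhibition of at least 50% after viability correction, with every replicate also passing that limit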;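 further: firefly luciferase signal divided by Alamar Blue viability fluorescence both relative to DMSO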
PGC1a acetyl inh: inhibitors of PGC1a acetylation signal, primary screen, cell-based, U2OS, AlphaScreen, inhibitor mode; AID 651687, 2012; AlphaScreen anti-acetyl-lysine; with virally co-expressed GCN5 acetyltransferase; inhibition, % at 15.6 µM; 0.17% of 350,000 active;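 active means every replicate shows inhibition of at least 40%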;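 further: 0% = neutral control wells and 100% = positive control wells; some results beyond the cut were filed as inactive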
LGR2 antag: inhibitors of bursicon-induced LGR2 CRE-luciferase signal, primary screen, cell-based, HEK293, CRE-luciferase reporter, bursicon stimulation | inhibition, % at 9.99 µM | Drosophila bursicon receptor LGR2 (rickets) | 0.35% of 380,000 active | bursicon-stimulated, 4 h;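 active means drop in luminescence signal, shown as inhibition above about 50% in the replicate tests, limit read from the data, passing the limit was not always enough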;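 further: agonist challenge used bursicon conditioned medium at about half maximal strength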
miR122 inh: miR-122 Renilla sensor signal increase in Huh7, primary screen, miR-122 inhibitor project, cell-based, single point, plate reader; Huh7 miR-122 Renilla luciferase sensor, 48 h; neutral wells = 0, positive control = 100; activation (reporter increase), % at 12.5 µM; 0.3% of 340,000 active; AID 602342, 2012;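 active means mean replicate activation score at least 90 and every replicate individually at or above 90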;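 further: higher luciferase means less miR-122 activity so hits act as miR-122 inhibitors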
FN deposit inh: inhibitors of fibronectin matrix deposition, primary screen, AH1F cells, Alexa488-fibronectin fluorescence, plate reader | AH1F fibroblasts, overnight | inhibition, % at 12.6 µM | 0.086% of 350,000 active;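 active means mean inhibition across replicates of 30% or more, regardless of how many single replicates reach that level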;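 further: positive control wells lacked labelled fibronectin entirely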
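Measured by – fluorescence 485/525 nm · System – AH1F fibroblast monolayer, labelled fibronectin deposition · Amount – 10000 cells per well · Buffer or medium – serum-reduced DMEM (2% serum) · Doses – single dose, pinned · Also added – fluorescent fibronectin at 24 nM final · Schedule – 1 h cell attachment, overnight exposure to compound and label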
CASP6 VEID inh: human caspase-6 inhibitors, primary screen, biochemical, VEID-R110 fluorescence, single point, set 2; 0.53% of 350,000 active; purified caspase-6, Z-VEID-R110 cleavage fluorescence; inhibition, % at 12.5 µM; P55212;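 active means mean inhibition across replicates at least about 35%, with every replicate also reaching that limit, limit read from the data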;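 further: 0% = median of neutral control wells and 100% = no fluorescence left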
Target sequence (P55212 24-179 limits assumed): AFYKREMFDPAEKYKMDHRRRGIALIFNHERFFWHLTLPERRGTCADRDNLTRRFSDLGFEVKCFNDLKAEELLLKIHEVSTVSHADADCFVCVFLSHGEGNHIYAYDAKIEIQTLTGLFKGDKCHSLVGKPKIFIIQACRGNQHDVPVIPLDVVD
Target sequence (P55212 194-293 limits assumed): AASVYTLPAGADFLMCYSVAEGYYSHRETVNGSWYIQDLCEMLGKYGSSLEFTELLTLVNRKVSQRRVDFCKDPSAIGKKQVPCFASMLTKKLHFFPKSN
* = called active by the depositor; x = not tested or not shown; & = joins results of further samples; [ ] = dose if it differs, or a comment.

| SMILES | PAX8 inh HTS | Cneo AK release | EWS-Fli block | PGC1a acetyl inh | LGR2 antag | miR122 inh | FN deposit inh | CASP6 VEID inh |
| --- | --- | --- | --- | --- | --- | --- | --- | --- |
| C[C@@H]1CN([C@@H](C)CO)C(=O)c2cccc(NC(=O)C3CC3)c2O[C@H]1CN(C)S(=O)(=O)c1ccc(F)cc1 | -17 | 5 | 5 | -4 | 14 | -4[16.7 µM] | 2 | -1 |
| CC1CCN(S(=O)(=O)c2ccc(NC(=O)Cc3ccccc3)cc2)CC1 | x | -1 | 16 | -10 | 2 | 47 | x | -1 |
| CCCNC(=O)C1CC(=O)N(c2ccc(OCC)cc2)C1 (stereo unspecified) | -12 | 1 | -5 | 9 | 3 | -3 | 7 | 4 |
| CCCS(=O)(=O)N1CCN=C1SCc1cccc(F)c1 | -5 | 0 | x | -6 | 3 | -6 | -10 | 4 |
| COc1ccccc1-c1ccc2n(c1=O)C[C@@H]1[C@@H](CO)[C@H](C(=O)NCc3ccccc3Cl)N[C@H]21 | 16 | 0 | -18 | x | 7 | x | 5 | 2 |
| Cc1ccc(C(=O)OCC(=O)c2ccc(Cl)s2)s1 | x | 1 | x | -9 | -71 | -6 | x | x |
| CO[C@@H]1CN(C)C(=O)c2cc(NC(=O)c3nc4ccccc4s3)ccc2OC[C@@H](C)N(Cc2ccncc2)C[C@H]1C | x | -2 | 9 | 20 | -13 | -11[16.7 µM] | 6 | 2 |
| CN(CC(=O)Nc1ccccc1C(=O)NC1CC1)Cc1ccccc1F | -7 | x | 10 | x | 5 | x | -4 | -6 |
| Cc1cccc(CC(C)NC(=O)c2cc(COc3ccc(F)cc3F)on2)n1 (stereo unspecified) | -104 | -1 | -56 | -1 | -5 | 1 | -10 | -1 |
| CCc1cc(=O)oc2cc(C)cc(OCC(=O)NCc3ccccn3)c12 | -11 | -1 | -8 | -14 | -7 | 8 | -7 | 0 |
| CS(=O)(=O)N(CC(=O)Nc1cccc([N+](=O)[O-])c1)c1ccccc1F | 0 | x | 6 | x | 5 | x | -1 | -2 |
| CCOC(=O)c1ccc(NC(=O)Oc2cc(C)c(Cl)cc2C(C)C)cc1 | -9 | 0 | 3 | -2 | -10 | 5 | 8 | -1 |
| CCCN(C)C[C@@H]1Oc2ncc(C#CC3CC3)cc2C(=O)N([C@H](C)CO)C[C@H]1C | x | x | 2 | -5 | -4 | -2[16.7 µM] | -1 | x |
| Cc1ccc(CCN2C(=O)CCC2(C)C(=O)NCc2cccnc2)cc1 (stereo unspecified) | x | 0 | x | 10 | 3 | -7 | -5 | x |
| CC(C)OCCCNC(=O)Cc1ccc(Br)cc1 | 4 | x | 0 | x | x | x | -8 | -2 |
| O=C(CCCCCCC(=O)c1ccccc1)c1ccccc1 | -8 | x | 13 | 1 | -14 | x | -2 | 1 |
| COc1ccc(OC)c(NC(=O)c2ccc3c(c2)CCN3S(C)(=O)=O)c1 | 6 | 2 | -3 | x | 12 | x | 2 | 1 |
| CCOc1ccc(-c2nnc3ccc(SCC(=O)Nc4cc(C)on4)nn23)cc1 | -22 | x | -17 | x | 10 | x | 11 | 3 |
| CCOc1ccc(NC(=O)CC(C)S(=O)(=O)c2ccc3c(c2)NC(=O)CO3)cc1 (stereo unspecified) | -11 | 4 | -5 | 8 | 15 | -8 | 2 | 3 |
| Cc1onc(-c2ccccc2)c1NC(=O)Nc1ccc(OC(F)F)cc1 | 27 | -2 | -2 | 0 | 0 | -7 | -8 | -2 |
| CC(C)NC(=O)N(C)C[C@@H]1Oc2ncc(C#Cc3ccccc3F)cc2C(=O)N([C@@H](C)CO)C[C@@H]1C | x | 8 | 3 | 6 | -19 | 4[16.7 µM] | 1 | 2 |
| Nc1ccccc1C(=O)C[C@H](N)C(=O)O | 28 | 0 | -3 | -1 | 1 | -2 | 0 | x |
| S=C(Nc1cccnc1)NC1CCCCCCC1 | -6 | 2 | x | x | 26 | 65 | 4 | x |
| O=C1c2ccccc2NC(c2cc(Cl)cc(Cl)c2O)N1CCc1ccccn1 (stereo unspecified) | -115 | x | -22 | x | -6 | x | 6 | -4 |
| COc1ccc(N(Cc2cc3ccc(C)cc3[nH]c2=O)C(C)=O)cc1 | 25 | -2 | x | 0 | x | 0 | 13 | x |
| CCOC(=O)C1=C(O)C(=O)NC(c2ccccc2)=C(OC2CCCCC2)C1 | 6 | x | -3 | x | -4 | x | 2 | -3 |
| COc1ccc(C#Cc2c(C=O)n(C)c3ccccc23)cc1 | 53 | 0 | -8 | -17 | 13 | 5 | -2 | -8 |
| COc1cc2c(c(OC)c1OC)C(c1ccc(O)cc1)CC(=O)O2 (stereo unspecified) | 0 | 2 | -10 | 17 | -5 | 0 | x | -1 |
| COc1ccccc1-c1cc(-c2ccc(O)cc2)nc(N)c1C#N | 17 | x | 5 | x | -1 | x | -3 | 7 |
| Cc1ccc(NC(=O)C(C)N2CCN(C)CC2)cc1S(=O)(=O)N1CCOCC1 (stereo unspecified) | 0 | 6 | 1 | 0 | -7 | -3 | 3 | -5 |
| COc1cc(CN2CCC(Cc3ccccc3)CC2)cc(OC)c1OC | 18 | -3 | 3 | 2 | 2 | -1 | 3 | -3 |
| C[C@@H]1CN([C@H](C)CO)C(=O)c2cc(NC(=O)Nc3ccc(C(F)(F)F)cc3)ccc2O[C@H]1CN(C)C(=O)Nc1ccc(C(F)(F)F)cc1 | -8 | -1 | 2 | -6 | -10 | 12[16.7 µM] | x | 3 |
| CCN(CC)S(=O)(=O)c1ccc(NC2CCN(Cc3ccccc3)CC2)nc1 | 5 | 1 | 12 | 7 | 15 | 3 | 7 | -1 |
| Cc1ccc(S(=O)(=O)NCc2ccc(C(=O)N3CCN(c4ccccc4)CC3)cc2)cc1 | 15 | 1 | x | -4 | -14 | -5 | -3 | 0 |
| CCCCN(CC)CCCNC(=O)c1cc2cc3ccc(OC)cc3nc2o1 | -9 | -1 | x | -5 | x | 18 | 3 | x |
| O=C1NCCN(Cc2cccc(Oc3ccccc3)c2)C1CC(=O)N1CCCCO1 (stereo unspecified) | 16 | x | 9 | x | -31 | x | -1 | 1 |
| CCN(CC(=O)Nc1ccc(NC(C)=O)cc1)C(=O)c1cccc(N2C(=O)c3ccccc3C2=O)c1 | -16 | 6 | -1 | 12 | -21 | 4 | -1 | 1 |
| COc1cc(OC)cc(C(=O)Nc2cccc(NC(=O)c3cccs3)c2)c1 | 36 | -10 | -7 | 0 | -10 | 2 | 7 | 0 |
| O=C(Nc1cccc(Cl)c1)Nc1nnc(-c2ccncc2)s1 | 104* | x | 2 | x | 54* | x | -8 | -2 |
| Cc1ccc(S(=O)(=O)N2CCN(C(=O)c3cc4c(s3)CCCC4)CC2)c(C)c1 | -3 | 2 | 23 | x | 15 | x | 2 | 0 |
| COc1ccc(NC(=O)N[C@H]2C=C[C@@H](CC(=O)NC3CCC3)O[C@@H]2CO)cc1 | -2&10 | -1 | 2&-1 | 10 | 0&-5 | x | 4 | 3&-2 |
| COc1ccc(-c2cc(NC=O)c3ncc(-c4cccc(C(=O)N(C)C)c4)n3c2)cn1 | x | -19 | 15 | 4 | -32 | -9 | 6 | 4 |
| O=C(/C=C/Nc1cccc([N+](=O)[O-])c1)c1ccco1 | x | -14 | x | 2 | x | 41 | 6 | x |
| NC(=O)C1CCN(C(=O)CCSc2ccccc2)CC1 | x | 0 | x | -12 | -13 | -8 | x | x |
| Cc1cc(C)n2c3c(c(C#N)c2n1)CCCC3 | -2 | -4 | x | -13 | x | 0 | 2 | x |
| COc1ccc(C(=O)COC(=O)C(CCSC)NC(=O)COc2ccccc2)c(OC)c1 (stereo unspecified) | 6 | 0 | -3 | -9 | -3 | -7 | x | 2 |
| COc1ccc2[nH]c3c(c2c1)CCN1C(=O)N([C@@H](C)C(=O)NCC2CCCO2)C(=O)[C@]31C (stereo partly specified) | x | 2 | 4 | -1 | x | -2 | x | -1 |
| CCOC(=O)c1csc(NC(=O)CSc2nnc(C3CC3)n2C)n1 | -7 | 1 | x | -7 | x | -3 | 0 | x |
| Cc1ccc(S(=O)(=O)NCC[C@@H]2CC[C@@H](NC(=O)NC(C)C)[C@@H](CO)O2)cc1 | -3 | 1 | -1 | -4 | -3 | x | -2 | -1 |
| CC(=O)N(C)C[C@@H]1[C@@H](c2ccc(-c3cccnc3)cc2)[C@H](CO)N1C(=O)C1CC1 | -62 | 9 | -11 | 3 | 15 | 258*[16.7 µM] | 5 | -19 |
| O=C(CN1CCCc2ccccc21)NC(=O)NCc1ccco1 | x | -5 | x | 10 | x | -2 | 1 | x |
| Cn1c(=O)cc(OCC(=O)N2CCCc3ccccc32)c2ccccc21 | 21 | 3 | x | -3 | x | -2 | 1 | x |
| O=C(OCC(=O)c1ccc[nH]1)c1ccc(S(=O)(=O)C(F)F)cc1 | 7 | -1 | -1 | x | -6 | -5 | -6 | 0 |
| O=C(NC1CCCCC1)C(c1ccncc1)N(C(=O)c1csnn1)c1ccc(F)cc1 (stereo unspecified) | 0 | 0 | 1 | x | -5 | 3 | -6 | -2 |
| CSCCC(NC(N)=O)C(=O)Nc1cccc(C#N)c1 (stereo unspecified) | -2 | x | 0 | x | 22 | x | -4 | 4 |
| COc1ccc(S(=O)(=O)N(C)C[C@@H]2OCCCC[C@H](C)Oc3ccc(NC(=O)Nc4ccc5c(c4)OCO5)cc3C(=O)N([C@H](C)CO)C[C@@H]2C)cc1 | 10 | 2 | 2 | -5 | 19 | 0[16.7 µM] | x | -2 |
| CCC(C)NC(=O)Cn1cnc2sc(C)c(S(=O)(=O)N3CCN(c4ncccn4)CC3)c2c1=O (stereo unspecified) | 16 | x | 11 | -1 | x | -8 | -15 | 3 |
| O=C(NC1CCCC1)c1cc(-c2ccccc2)on1 | -54 | -1 | -54 | x | -61 | x | 0 | -3 |
| Cc1noc(C)c1NC(=O)Nc1ccc2c(c1)CC(=O)N([C@H](C)CO)C[C@@H](C)[C@@H](CN(C)Cc1ccc(Oc3ccccc3)cc1)O2 | 4 | -2 | 2 | 0 | -9 | -6[16.7 µM] | x | x |
| COCCN1C(=O)CN(S(C)(=O)=O)CC1(C)C(=O)NCc1ccccc1 (stereo unspecified) | -13 | x | -5 | x | -3 | x | 1 | -3 |
| CC(OC(=O)CCc1cc(C(C)(C)C)c(O)c(C(C)(C)C)c1)C(=O)NC1CC1 (stereo unspecified) | -17 | x | -7 | -6 | -3 | -5 | -8 | -1 |
| CCOc1ccccc1Oc1c(C)oc2cc(OC(=O)N3CCOCC3)ccc2c1=O | 7 | 0 | -1 | -7 | 20 | -3 | x | -2 |

Full records, looked up by structure.
Cc1ccc(S(=O)(=O)NCC[C@@H]2CC[C@@H](NC(=O)NC(C)C)[C@@H](CO)O2)cc1 in the list: PAX8 inh HTS = -3; Cneo AK release = 1; EWS-Fli block = -1; PGC1a acetyl inh = -4; LGR2 antag = -3; miR122 inh = x; FN deposit inh = -2; CASP6 VEID inh = -1
CCOC(=O)c1ccc(NC(=O)Oc2cc(C)c(Cl)cc2C(C)C)cc1 in the list: PAX8 inh HTS = -9; Cneo AK release = 0; EWS-Fli block = 3; PGC1a acetyl inh = -2; LGR2 antag = -10; miR122 inh = 5; FN deposit inh = 8; CASP6 VEID inh = -1

From PubChem BioAssay
